MITF primary: inhibitors of human MITF. actives 0.91% (n = 650,000). inhibition, % at 2.6 µM. AlphaScreen MITF homodimerization, bead proximity signal. O75030. AID 1259374; in the data active = inhibition above about 50%;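 also: 0% = vehicle wells with protein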
Target sequence (O75030 whole entry, looked up): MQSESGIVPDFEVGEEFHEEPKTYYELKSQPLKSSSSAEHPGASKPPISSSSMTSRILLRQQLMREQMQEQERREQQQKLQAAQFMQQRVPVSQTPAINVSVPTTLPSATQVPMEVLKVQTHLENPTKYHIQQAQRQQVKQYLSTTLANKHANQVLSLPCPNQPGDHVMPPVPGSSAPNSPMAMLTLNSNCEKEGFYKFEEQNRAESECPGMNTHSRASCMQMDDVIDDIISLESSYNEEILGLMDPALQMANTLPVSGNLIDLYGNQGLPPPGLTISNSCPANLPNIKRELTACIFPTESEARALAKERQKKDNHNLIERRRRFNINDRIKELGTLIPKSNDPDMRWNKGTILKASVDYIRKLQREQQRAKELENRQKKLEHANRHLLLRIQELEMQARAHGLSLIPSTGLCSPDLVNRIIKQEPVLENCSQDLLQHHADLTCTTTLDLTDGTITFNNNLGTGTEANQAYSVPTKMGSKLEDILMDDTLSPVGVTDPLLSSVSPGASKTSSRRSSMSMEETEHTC
GPR151 ag: human GPR151 activation; PathHunter beta-arrestin GPR151 cells, luminescence; activation, % at 11.2 µM; actives 1% (n = 650,000); AID 1508602; in the data active = activation above about 4.9%;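 also: 0% = median of compound wells and 100% = cells with positive control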
Target sequence (Q8TDV0 whole entry, looked up): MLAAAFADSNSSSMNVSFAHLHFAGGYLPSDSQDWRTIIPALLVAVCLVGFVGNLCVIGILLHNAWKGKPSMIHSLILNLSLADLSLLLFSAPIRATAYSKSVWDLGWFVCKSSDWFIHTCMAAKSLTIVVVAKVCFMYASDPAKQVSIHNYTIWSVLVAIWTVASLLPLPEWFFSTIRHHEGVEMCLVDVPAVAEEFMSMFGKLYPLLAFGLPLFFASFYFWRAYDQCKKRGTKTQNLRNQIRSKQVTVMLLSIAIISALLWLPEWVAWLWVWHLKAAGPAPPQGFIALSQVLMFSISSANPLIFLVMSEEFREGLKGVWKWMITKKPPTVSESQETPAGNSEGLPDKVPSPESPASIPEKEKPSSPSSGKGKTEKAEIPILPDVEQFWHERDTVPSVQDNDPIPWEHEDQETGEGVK
TEAD-YAP block: TEAD-YAP interaction inhibition. HEK-TIYL cells, TEAD-Gal4/YAP UAS-luciferase luminescence. inhibition, % at 9.12 µM. actives 1.4% (n = 640,000); in the data active = inhibition above about 32%;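 also: 0% = median of test compound wells and 100% = reference inhibitor wells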
FBW7 act: activators of human E3 ligase FBW7; normalized activity (activation), % at 26.1 µM; actives 0.13% (n = 650,000); Q969H0; AlphaScreen FBW7–phospho-cyclin E peptide binding, activator screen; AID 1259310; in the data active = normalized activity above about 1.9%;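 also: purified mutant Fbw7 with reduced substrate affinity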
Active calls of the source: *.

SMILES	MITF primary	GPR151 ag	TEAD-YAP block	FBW7 act
O=C1NC(=O)C(=Cc2cccc(OCc3ccc(F)cc3)c2)C(=O)N1	-1	-4.7	-43	0.1
COc1ccccc1CNC(=O)c1c[nH]c2ccc(S(=O)(=O)N(C)Cc3ccccc3)cc2c1=O	-12	-0.2	-6	-0.2
CCC(Sc1nc2ccccc2c(=O)n1CCN1CCOCC1)C(=O)NCc1cccnc1 (stereo not given)	19	-1.6	-3	0.4
CCOc1ccc(CNCc2c(C(=O)O)n(CC)c3cc(OC)ccc23)cc1	11	-0.2	-14	0.4
Cc1cc([N+](=O)[O-])ccc1Nc1nc2ccccc2n2cnnc12	17	2.5	2	-0.1
O=S(=O)(c1ccccc1)c1ccc(C(F)(F)F)cn1	-2	-0.1	12	0.2
O=C(NCC1COc2ccccc2O1)c1ccccc1Br (stereo not given)	-9	1.2	-74	-0.2
O=S(=O)(NCC1CCN(Cc2ccco2)CC1)C1CC1	6	0.3	2	-0.2
Cc1nc(SC(C)c2ccccc2)[nH]c(=O)c1CC(=O)N1CCN(c2ccccc2)CC1 (stereo not given)	27	-1.9	7	0.6
Cn1cc(CCC(=O)NCc2nc(NC3CCCC3)c3cc(Cl)ccc3n2)cn1	5	0.2	-1	0.3
COc1ccccc1/C=C/CN1CCNC(=O)C1CC(=O)NCCc1ccc(F)cc1 (stereo not given)	5	0.1	1	0.0
CC(=O)C1=C(C)NC(SCC(=O)c2ccc(F)cc2)=C(C#N)C1c1ccc(Br)cc1 (stereo not given)	-5	-1.3	-9	0.0
Cc1nc(CC2(c3cccc(F)c3)C(=O)Nc3cc(F)ccc32)cs1 (stereo not given)	-4	0.6	2	-0.1
CC(=O)c1c(C)oc2ccc(N(C(C)=O)S(=O)(=O)c3ccccc3)cc12	-1	2.5	15	-0.3
Cc1cc(/C=C(\C#N)C(=O)Nc2ccccc2)c(C)n1-c1ccc2c(c1)OCO2	-4	2.0	-3	0.1
O=Cc1cccc(OCCCCN2CCOCC2)c1	15	1.3	-8	-0.1
O=C(NCc1ccco1)c1ccc(Br)cc1	14	1.5	2	0.4
COc1ccc(CCNC(=O)COC(=O)C(CC(C)C)NC(N)=O)cc1 (stereo not given)	7	2.0	3	0.1
COc1ccc(/C=N/OCc2nc3c4cnn(C)c4ncn3n2)cc1	0	-0.2	1	0.1
COc1ccc(CNC(=O)C(C)N2CCN(C)CC2)cc1 (stereo not given)	25	-2.1	0	-0.1
Cn1cccc1CN(Cc1cccs1)S(=O)(=O)c1cccs1	8	0.5	3	-0.2
Cc1cccc(NC(=O)c2cc3cc(Cl)cc(Cl)c3oc2=N)c1	18	-0.7	13	0.6
NC(=O)c1ccc(NC(=O)COC(=O)C(Cc2ccccc2)NC(=O)c2ccccc2)cc1 (stereo not given)	-9	-0.4	-5	0.0
CC1(C)CC2CC(C)(CN2C(=O)c2ccccc2NS(=O)(=O)c2ccc(F)cc2)C1 (stereo not given)	-2	1.1	3	-0.2
O=C(CC1(O)C(=O)Nc2ccccc21)c1cccnc1 (stereo not given)	6	0.1	0	0.2
SMILES	MITF primary	GPR151 ag	TEAD-YAP block	FBW7 act
CC(NS(C)(=O)=O)C(c1cccs1)N1CCOCC1 (stereo not given)	-9	-0.2	0	-0.1
CNC(=S)NNS(=O)(=O)c1ccc(OC)cc1OC	17	-0.4	-6	0.9
CCOC(=O)C1=C(C)NC(C)=C(C(=O)OC)C1c1ccccc1 (stereo not given)	0	-0.9	5	0.1
COc1cc(C2C(C(=O)OCCc3ccccc3)=C(C)NC3=C2C(=O)CC(c2ccc(Cl)cc2)C3)ccc1O (stereo not given)	4	-1.0	8	0.0
Cc1csc(N(C)C(=O)CSc2nnc(-c3ccccc3Br)o2)n1	16	0.4	3	-0.1
O=C(Nc1cccc([N+](=O)[O-])c1)c1ccc(Br)c(S(=O)(=O)Nc2ccc(Cl)cc2)c1	1	2.3	-5	-0.2
CCC1(C)CC(CCNCc2ccc(F)cc2)(c2ccc(C)cc2)CCO1 (stereo not given)	6	0.0	1	0.0
Cc1ccc(NC(=O)c2cnn3c(C(F)(F)F)cc(-c4ccco4)nc23)cc1Cl	7	-0.1	10	0.0
CC1=CC(C)(C)NC(=S)N1c1c(C)n(C)n(-c2ccccc2)c1=O	13	1.1	6	0.5
COC(=O)c1ccccc1NC(=O)c1ccc(N2CC3CC(C2)c2cccc(=O)n2C3)c(NC(=O)c2ccccc2Cl)c1 (stereo not given)	17	-0.5	6	0.2
O=c1[nH]ncc(N/N=C\c2ccc(F)cc2)c1Cl	27	-4.3	-2	1.6
CC(=O)c1cc2c(cc1NC(=O)c1cc3nc(-c4ccc(Cl)cc4)cc(C(F)(F)F)n3n1)OCO2	-8	-0.5	7	0.1
NC(=O)C1CCN(C/C=C/c2ccccc2[N+](=O)[O-])CC1	20	3.9	6	0.7
O=C(c1cc(Cl)sc1Cl)N1CCN(c2nc3ccc(F)cc3s2)CC1	7	1.0	5	0.2
Cc1cc(C)nc(NS(=O)(=O)c2ccc(Nc3nc(-c4ccccc4)cs3)cc2)n1	12	0.9	-5	0.0
CCc1ccccc1Nc1nc(N)nc(Cn2c(NCCO)nc3ccccc32)n1	-1	-0.3	1	-0.1
CC(=O)c1cc2c(O)c(O)ccc2o1	-2	1.5	0	-0.2
NS(=O)(=O)c1cccc(-n2cnnn2)c1	8	-0.2	11	0.0
O=C(C[n+]1ccc(/C=N/O)cc1)NCc1ccccc1	8	-0.2	12	-0.1
CC1CC(C)CN(c2nc(Nc3ccc(F)cc3)c3cnn(C)c3n2)C1 (stereo not given)	10	-0.3	0	1.0
Cc1cc(C)n(CCc2nc(-c3ccc(F)cc3)cs2)n1	20	-0.4	-26	0.5
Cc1cc(C)c(S(=O)(=O)Nc2ccc[nH]c2=O)c(C)c1	11	-0.2	-3	0.1
COCCNC(=O)c1c[nH]c2ccc(S(=O)(=O)N(C)c3ccc(C)c(C)c3)cc2c1=O	-4	-0.4	0	-0.2
CCOC(=O)C(N)CSC1CC(=O)N(c2cc(Cl)cc(Cl)c2)C1=O (stereo not given)	2	1.3	5	0.0
CCCc1cc(=O)[nH]c(SCC(=O)N2CCc3ccccc32)n1	-6	3.3	-6	0.1
SMILES	MITF primary	GPR151 ag	TEAD-YAP block	FBW7 act
O=C(NCc1cccnc1)c1ccc(Cl)cc1	3	1.0	-9	-0.2
CCCSc1nnc2c(n1)OC=Nc1ccccc1-2	-7	-2.0	-25	0.0
CCN1C(=O)C2(C(C#N)=C(N)Oc3n[nH]c(-c4ccccc4)c32)c2ccccc21 (stereo not given)	-1	-1.0	-2	-0.2
CCCNc1nccn2c(-c3cncc(OC)c3)cnc12	-20	0.8	-35	0.1
Cc1cc(C(=O)NC2CCCCC2)c2ccccc2n1	8	-0.4	-6	0.4
Cc1ccc(C(=O)Nc2sc3c(c2C#N)CCCC3)cc1	11	-1.1	-48	0.3
Nc1nnnn1/N=C/c1ccc(O)cc1	-1	-6.9	-3	-0.1
CC(C)(C)c1ccc(OCC(=O)OCC(=O)Nc2ccc(S(N)(=O)=O)cc2)cc1	2	-0.5	-11	0.0
O=C(Nc1ccc(Cl)cc1)Nc1ccc(Nc2ccccc2)cc1	13	0.3	3	0.1
NC(=O)c1c(NC(=S)NC(=O)c2ccccc2Br)sc2c1CCCCCC2	7	1.2	-4	-0.1
O=C(N/N=C/c1ccc(O)cc1)c1ccco1	-7	-7.2	-46	-0.1
C=CCNc1oc(-c2ccccc2Cl)nc1C#N	3	-0.7	-38	0.0
O=c1oc2c(Br)cc(Br)cc2cc1-c1nc(-c2ccc(-c3ccccc3)cc2)cs1	7	0.6	11	0.1
CC1CCc2nn(CC(=O)Nc3ccc(Br)cc3F)cc2C1 (stereo not given)	-49	1.0	-4	0.3
CCC1C(=O)NCCN1Cc1ccc2c(c1)CN(Cc1c[nH]c3ccccc13)CCO2 (stereo not given)	8	5.4*	10	0.0
CC(=O)c1cccc(-c2cc(NCCCN3CCCC3=O)ncn2)c1	-6	-0.5	-23	0.1
O=C(Nc1cccc([N+](=O)[O-])c1)Nc1cnn(Cc2ccc(Cl)cc2Cl)c1	7	1.8	2	-0.1
CCN(CC)C(=O)c1c(-c2ccccc2)noc1C	4	-0.7	-1	0.1
CCOc1ncccc1C(=O)OCC(=O)Nc1ccc(NC(C)=O)cc1	1	0.5	10	-0.1
O=C1C(Cl)=C(NCCO)C(=O)N1c1ccc(Cl)cc1	25	5.1*	14	0.5
CCc1nc(SCc2ccncc2)[nH]c(=O)c1C	3	4.5	-8	0.0
COc1ccc(/C=N/NC(=O)c2cccnc2)cc1Cn1cnc([N+](=O)[O-])n1	11	-0.1	45*	0.2
NC(=O)c1ccccc1NC(=O)Nc1ccc(F)c(Cl)c1	7	-3.6	-8	-0.1
CCCCOC(=O)Cc1c(O)c2ccccc2[nH]c1=O	-6	1.6	1	-0.1
CCCn1c(N/N=C/c2cc(Br)ccc2OC)nc2c1c(=O)[nH]c(=O)n2C	-4	0.7	-3	0.0
SMILES	MITF primary	GPR151 ag	TEAD-YAP block	FBW7 act
Cc1cc(NC(=O)c2ccc3c(c2)S(=O)(=O)c2ccccc2C3=O)n(-c2ccccn2)n1	8	0.4	2	0.2
Cc1cc(C(=O)OCC(=O)Nc2ccc3[nH]c(=O)[nH]c3c2)c(C)n1-c1ccc(F)cc1	13	-0.4	9	0.0
O=C(CCC1CCCC1)N1CCN(S(=O)(=O)c2ccc(F)cc2)CC1	-10	-0.8	8	-0.1
Cc1ccc(C(=O)Nc2ncccc2Cl)o1	12	-1.0	4	0.9
CCOc1ccc(-n2c(-c3ccc(OC)cc3)nc(=S)c3c2CCCC3)cc1	16	-0.3	1	0.0
Cc1cc(Cl)ccc1OCC(=O)Nc1nnn(C)n1	12	0.7	-1	-0.1
C=CCN1C(=O)C(O)(CC(=O)c2ccc(C)cc2C)c2cc(Br)ccc21 (stereo not given)	17	2.6	-3	0.7
Cc1cc2nc(N3CCN(C(=O)c4ccc(C#N)cc4)CC3)sc2cc1C	5	1.3	6	-0.2
Cc1nc2ccc(N)c([N+](=O)[O-])c2s1	13	1.4	-1	0.1
COc1ccc(NC(=O)c2cc3c(=O)n4ccccc4nc3n2C)c(OC)c1	10	0.3	-8	-0.1
CC(C)(C)NC(=O)Cn1nc(-c2cccs2)n(-c2cccnc2)c1=O	-2	0.9	-2	-0.2
O=C(CN1CCN(c2ccc([N+](=O)[O-])cc2)CC1)Nc1ccccc1[N+](=O)[O-]	0	-0.5	3	-0.1
Nc1cc[n+](CC(=O)c2ccc3c(c2)OCCO3)cc1	0	-0.1	49*	-0.1
Cc1cccc(NC(=O)C2CCN(c3nc(C)cc(C)n3)CC2)c1	16	-1.1	5	0.3
O=C1NC(=S)N/C1=C\c1cccnc1	7	4.0	27	0.0
CC(C)n1cnc2c(NCc3cccc(C(F)(F)F)c3)nc(NC3CCC(O)CC3)nc21 (stereo not given)	4	0.4	6	0.0
Cn1c(=O)c2c(ncn2C2OC(C(O)C(N)=O)C(O)C2O)n(C)c1=O (stereo not given)	0	-0.8	-8	0.5
O=[N+]([O-])c1cccc(C2CC(c3ccc(Cl)cc3)Nc3nnnn32)c1 (stereo not given)	14	0.3	13	-0.1
CCOC(=O)c1ccc(NC(=O)CSc2nnc(-c3c[nH]c4ccccc34)n2C)cc1	1	-0.3	9	-0.2
COc1ccc(NC(=O)Cn2nnc3ccccc32)c2ncccc12	-1	0.6	-10	0.2
CC(Oc1ccc(-c2ccccc2)cc1)C(=O)Nc1ccc(C(N)=O)cc1 (stereo not given)	3	-1.5	-6	-0.3
Cc1c(Cl)cccc1NC(=O)CN1CCN(CCN=CC2=C(O)CC(c3ccccc3)CC2=O)CC1 (stereo not given)	-10	-0.1	-6	-0.1
CS(=O)(=O)Nc1ccc(S(=O)(=O)Nc2cccc(Cl)c2Cl)cc1	13	1.5	-4	0.1
CN(C)C(=O)c1nc2ccc(Cl)cn2c1CN1CCCC(OCc2ccccc2)C1 (stereo not given)	-7	-0.3	-3	0.1
CCN(C(=O)CSc1nnc(Nc2cccc(C)c2C)s1)C1CCS(=O)(=O)C1 (stereo not given)	1	-0.3	-2	0.0

Full records, looked up by structure. Order of screens: MITF primary	GPR151 ag	TEAD-YAP block	FBW7 act
CC1=CC(C)(C)NC(=S)N1c1c(C)n(C)n(-c2ccccc2)c1=O in the list: 13	1.1	6	0.5
O=c1[nH]ncc(N/N=C\c2ccc(F)cc2)c1Cl in the list: 27	-4.3	-2	1.6
COc1ccc(CNC(=O)C(C)N2CCN(C)CC2)cc1 (stereo not given) in the list: 25	-2.1	0	-0.1
CCCNc1nccn2c(-c3cncc(OC)c3)cnc12 in the list: -20	0.8	-35	0.1
Cc1cc(C)c(S(=O)(=O)Nc2ccc[nH]c2=O)c(C)c1 in the list: 11	-0.2	-3	0.1

Part of the list above, set out differently.
compound,MITF primary,GPR151 ag,TEAD-YAP block,FBW7 act
NS(=O)(=O)c1cccc(-n2cnnn2)c1,8,-0.2,11,0.0
O=C(C[n+]1ccc(/C=N/O)cc1)NCc1ccccc1,8,-0.2,12,-0.1
CC1CC(C)CN(c2nc(Nc3ccc(F)cc3)c3cnn(C)c3n2)C1 (stereo not given),10,-0.3,0,1.0
Cc1cc(C)n(CCc2nc(-c3ccc(F)cc3)cs2)n1,20,-0.4,-26,0.5
Cc1cc(C)c(S(=O)(=O)Nc2ccc[nH]c2=O)c(C)c1,11,-0.2,-3,0.1

Screening results from PubChem.
